Compound activity deposited in PubChem BioAssay by The Scripps Research Institute Molecular Screening Center.
LYPLA1 counter: counter-screen for PME1 inhibitors: inhibitors of human LYPLA1; O75608; recombinant LYPLA1, FP-Rh probe fluorescence polarization; inhibition, % at 5.9 µM; actives 0.16% (n = 320,000); AID 2174;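 active = inhibition above the mean of all tested compounds plus 3 SD, set per campaign, cut at about 14% in these data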;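 note: inhibitors block serine hydrolase probe labeling of LYPLA1 so polarization falls; 0% = enzyme with DMSO and 100% = wells lacking LYPLA1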
PAFAH2 FP inh: inhibitors of human PAFAH2; Q99487; recombinant PAFAH2, FP-rhodamine activity probe, fluorescence polarization; inhibition, % at 3.39 µM; actives 0.99% (n = 340,000); AID 492956;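 active = inhibition above the mean over all tested compounds plus 3 SD, cut at about 30% in these data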;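 note: inhibitors block probe labeling of enzyme so polarization drops; 0% = enzyme with DMSO and 100% = wells lacking PAFAH2 protein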
LYPLA2 inh: counter-screen for PME1 inhibitors: inhibitors of human LYPLA2; O95372; inhibition, % at 5.9 µM; actives 0.38% (n = 320,000); AID 2177; recombinant LYPLA2, FP-Rh probe fluorescence polarization;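 active = inhibition above the screen-wide mean plus 3 SD, limit set per campaign, cut at about 26% in these data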;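 note: 0% = LYPLA2 with DMSO and 100% = wells lacking LYPLA2 enzyme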
Target sequence (O95372 whole entry, looked up): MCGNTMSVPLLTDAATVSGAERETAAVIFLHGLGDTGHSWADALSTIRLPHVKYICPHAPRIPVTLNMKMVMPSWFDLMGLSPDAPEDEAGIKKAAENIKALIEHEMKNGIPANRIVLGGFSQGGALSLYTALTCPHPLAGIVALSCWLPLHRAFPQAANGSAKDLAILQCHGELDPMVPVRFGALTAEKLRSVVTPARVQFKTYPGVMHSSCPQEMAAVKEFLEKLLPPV
PAFAH1B3 inh: inhibitors of human PAFAH1B3; actives 0.28% (n = 340,000); Q15102; inhibition, % at 3.39 µM; recombinant PAFAH1B3, FP-rhodamine probe, fluorescence polarization;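 active = inhibition above the screen-wide average of all tested compounds plus 3 SD, cut at about 25% in these data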;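 note: 0% = enzyme with DMSO only and 100% = wells lacking PAFAH1B3 protein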
Target sequence (Q15102 whole entry, looked up): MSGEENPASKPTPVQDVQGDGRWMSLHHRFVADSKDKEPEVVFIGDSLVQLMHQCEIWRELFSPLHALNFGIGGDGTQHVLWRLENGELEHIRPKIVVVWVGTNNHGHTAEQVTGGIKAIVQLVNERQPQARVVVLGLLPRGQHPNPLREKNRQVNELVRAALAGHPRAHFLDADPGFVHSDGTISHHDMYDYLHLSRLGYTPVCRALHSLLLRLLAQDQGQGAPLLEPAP
PAD4 FP inh: PAD4 (human) enzyme inhibition; inhibition, % at 6.36 µM; actives 0.41% (n = 330,000); recombinant PAD4, RCA probe fluorescence polarization; Q9UM07; AID 485272;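 active = percent inhibition above a cutoff equal to the mean of all tested compounds plus 3 SD, cut at about 15% in these data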;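 note: 0% = PAD4 with RCA probe and DMSO and 100% = probe without PAD4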
PREPL inh: inhibitors of human prolyl oligopeptidase-like enzyme PREPL. Q4J6C6. recombinant PREPL, fluorescence polarization activity-based probe. inhibition, % at 5.96 µM. actives 0.68% (n = 320,000). AID 2751; in the data active = inhibition above about 43%;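 note: 0% = enzyme with DMSO and 100% = wells lacking enzyme; many of its hits are not listed in these tables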
pPAFAH inh: pPAFAH (human) enzyme inhibition; Q13093; recombinant pPAFAH, FP-rhodamine probe fluorescence polarization; inhibition, % at 3.39 µM; actives 1.5% (n = 330,000); AID 463082;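 active = inhibition above the mean inhibition across the screen plus 3 SD, cut at about 25% in these data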;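 note: inhibitors block binding of the rhodamine activity-based probe so polarization drops; 0% = enzyme with DMSO and 100% = wells lacking pPAFAH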
GSTO1 inh: GSTO1 inhibition, counter-screen for RBBP9 inhibitors; recombinant GSTO1, activity-based probe fluorescence polarization; inhibition, % at 5.96 µM; actives 1.1% (n = 300,000); P78417;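 active = inhibition above the campaign mean inhibition plus 3 SD, cut at about 35% in these data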;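 note: 0% = GSTO1-1 with DMSO and 100% = wells lacking GSTO1-1 enzyme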
Target sequence (P78417 whole entry, looked up): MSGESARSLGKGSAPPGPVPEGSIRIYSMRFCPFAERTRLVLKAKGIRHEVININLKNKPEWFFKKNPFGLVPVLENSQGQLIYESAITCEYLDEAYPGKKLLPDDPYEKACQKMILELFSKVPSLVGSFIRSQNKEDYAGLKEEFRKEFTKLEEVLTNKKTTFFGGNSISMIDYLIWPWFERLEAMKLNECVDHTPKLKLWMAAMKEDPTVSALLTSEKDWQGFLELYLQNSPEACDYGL
PAFAH1B2 FP inh: inhibitors of human PAFAH1B2. recombinant PAFAH1B2, FP-rhodamine activity probe, fluorescence polarization. inhibition, % at 3.39 µM. actives 1.2% (n = 340,000). AID 492953;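 active = inhibition above the mean of all tested compounds plus 3 SD, cut at about 24% in these data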;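 note: 0% = enzyme with DMSO and 100% = wells lacking PAFAH1B2; many of its hits are not listed in these tables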
Target sequence (P68402 whole entry, looked up): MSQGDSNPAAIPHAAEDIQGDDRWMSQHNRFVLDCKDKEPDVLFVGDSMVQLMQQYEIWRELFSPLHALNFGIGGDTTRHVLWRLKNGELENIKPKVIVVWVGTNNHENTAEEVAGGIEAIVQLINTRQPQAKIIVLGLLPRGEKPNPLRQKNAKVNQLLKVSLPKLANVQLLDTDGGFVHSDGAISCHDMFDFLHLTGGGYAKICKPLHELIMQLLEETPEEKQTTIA
An asterisk follows results filed as active; · = not tested or not shown. An excerpt. The share of hits here may be higher or lower than overall.

SMILES	LYPLA1 counter	PAFAH2 FP inh	LYPLA2 inh	PAFAH1B3 inh	PAD4 FP inh	PREPL inh	pPAFAH inh	GSTO1 inh	PAFAH1B2 FP inh
CC(=O)O[C@@H]1[C@@H](O)[C@@H](O)[C@H](Oc2c(-c3ccc(O)cc3)oc3c(CC=C(C)C)c(O)cc(O)c3c2=O)O[C@H]1C	-12	·	-20	·	-7	9	8	7	·
Cc1ccc(S(=O)(=O)N(CC(=O)N2CCOCC2)CC(=O)N2CCOCC2)cc1	-2	-5	0	10	-4	-7	0	0	3
COc1ccccc1-n1c(=O)oc2ccc(Cl)cc2c1=O	-1	4	-4	2	-6	-5	5	-38	8
Cc1ccc(OCCC(=O)Nc2ccc(S(=O)(=O)N3CCCC3)cc2)cc1	-3	-4	14	11	-1	-9	-1	·	2
C/C(=N\NC(=S)NCc1ccccc1)c1ccc(C#N)cc1	4	2	5	12	-4	-5	6	5	1
COc1ccccc1NC(=O)CC1C(=O)NCCN1C(=O)Nc1ccc(Cl)c(Cl)c1 (stereo unspecified)	-6	7	-12	-4	0	10	0	-8	0
CN(CC(=O)Nc1ccc(F)cc1)C(=O)COC(=O)/C=C/c1cccs1	5	6	15	-3	0	6	2	4	4
O=[N+]([O-])c1cccc(S(=O)(=O)N2CCCCC2)c1	0	9	2	6	5	7	6	4	8
CCOC(=O)N1CCN(c2nc3ccccc3n3cnnc23)CC1	-4	-5	3	-1	-3	4	-9	3	0
O=C(CN1CCCCCC1)Nc1ccccc1F	4	4	8	8	-6	-1	6	1	-1
O=C(CCC(=O)OCC(=O)c1ccc(-c2ccccc2)cc1)Nc1cccc(Cl)c1	2	2	11	-1	-4	-1	2	1	-4
CSCCC(NC(=O)c1ccccc1Br)C(=O)NNC(=O)c1ccncc1 (stereo unspecified)	-1	0	-2	0	1	8	-2	·	4
Cn1c(S(=O)(=O)Cc2ccc(Cl)cc2)nc2ccccc21	-2	-5	7	1	-6	-4	1	3	2
COc1c2occc2c(OC)c2c(=O)cc(C)oc12	-2	-6	-1	2	0	-1	-1	5	4
COc1ccc(CCNCC(=O)N2C(C)CCCC2C)cc1OC (stereo unspecified)	-1	9	0	4	7	6	-1	4	2
COc1ccc(C(=O)Nc2ccc(NC(=O)C3CC3)cn2)cc1	-1	3	2	14	3	-4	3	7	2
O=S(=O)(Nc1nc2c(s1)CCCC2)c1ccc(F)cc1	1	2	4	7	4	9	9	-3	3
CCCCN(CC(=O)NC1CCCC1)C(=O)C(=O)Nc1ccc2c(c1)OCCO2	6	-6	2	3	-2	22	12	6	1
COc1cc(C)ccc1OCCCOc1c(Cl)cccc1Cl	2	1	-3	6	0	3	4	1	0
CCOC(=O)Cc1cc(=O)[nH]c(Nc2nc3ccccc3o2)n1	-4	8	1	8	-3	6	14	11	7
O=C(COC(=O)Cc1cccc(C(F)(F)F)c1)Nc1ccc2[nH]c(=O)[nH]c2c1	1	-1	-5	-1	-4	10	2	-5	7
C[C@H](CO)N1C[C@H](C)[C@@H](CN(C)Cc2ccncc2)Oc2c(NS(=O)(=O)c3cn(C)cn3)cccc2C1=O	·	-10	·	-3	2	1	-3	·	0
CN1CCCC1=Nc1c2c(nc3ccccc13)N(C)CC2	-3	-4	5	3	-1	3	3	1	0
CCN(CCCNC(=O)c1c(C)cc(=O)oc1C)c1cccc(C)c1	4	-11	0	5	-5	10	3	5	9
CCOC(=O)Cn1c(C(C)=O)nc2ccccc21	-2	3	-4	5	1	4	-1	2	7
CCOc1ccccc1CNC(=O)CCc1cn(C)c2ccccc12	-4	5	-2	8	3	-33	2	-1	5
Cc1ccc(NC(=S)N(CCN(C)C)Cc2cccs2)cc1C	1	2	-1	10	-1	-7	-2	1	3
O=C(CCN1C(=O)C2CCCCC2C1=O)Nc1cc([N+](=O)[O-])ccc1Cl (stereo unspecified)	-5	9	-3	10	-5	6	-4	·	7
O=C(NN1CCOCC1)c1ccc(Br)s1	2	-10	-2	-1	-3	-16	4	8	2
Cn1c(=O)[nH]c(=O)c2[nH]c(N(Cc3ccccc3)Cc3ccccc3)nc21	0	9	-1	7	-4	9	6	1	1
COc1ccc(CNC(=O)C2CCN(S(=O)(=O)c3ccc4c(c3)C(C)(C)C(=O)N4C)CC2)cc1	-3	1	0	-12	3	15	-3	0	2
O=C(Nc1ccc(Cc2ccncc2)cc1)c1cccs1	-1	-1	2	7	-5	-10	5	6	-1
C[C@H](CO)N1C[C@H](C)[C@@H](CN(C)Cc2ccc3c(c2)OCO3)Oc2ccc(NS(C)(=O)=O)cc2C1=O	·	7	·	3	0	12	1	·	4
CCCCn1c(N)c(N(CCOC)C(=O)c2cccc(S(=O)(=O)N3CCCCC3)c2)c(=O)[nH]c1=O	2	0	-4	4	-3	11	1	6	2
NC(=O)NC(=O)COC(=O)c1ccc(OC(F)(F)F)cc1	2	5	-3	6	-3	5	3	-2	0
COc1ccc(C(=O)N/N=C\c2coc3ccccc3c2=O)cc1	-4	9	-1	1	-5	3	1	10	5
COCCNC(=O)CN1N=C(c2ccc(OC)cc2)CCC1=O	0	0	1	7	-5	-5	0	2	3
COc1ccc(CC(=O)Oc2cc(C)ccc2C)cc1	-2	-5	-8	13	-9	10	15	-2	9
CC(Oc1ccc2c(-c3ccccc3)cc(=O)oc2c1)C(=O)NCC(O)c1ccccc1 (stereo unspecified)	0	0	4	-2	0	-5	0	0	4
CC(C)C(NC(=O)c1ccccc1F)C(=O)NCc1ccccc1 (stereo unspecified)	-1	-4	3	6	-1	-7	1	1	6
Cc1sc2nc(SCCO)n(-c3ccccc3)c(=O)c2c1C	-1	-2	2	3	-2	-2	-2	2	3
CCCCCCNC(=O)c1cc(S(=O)(=O)N2CCc3ccccc32)ccc1F	1	0	0	0	1	-5	2	-5	4
COc1ccccc1NC(=O)CN(C)S(=O)(=O)c1cccc2cccnc12	4	4	10	0	2	4	0	-1	4
Cc1ccc(NC(=O)CSc2nnc(-c3cc(C)[nH]n3)n2N)c(C)c1	0	5	-7	0	-2	-1	-3	-2	-4
COc1ccccc1CNC(=O)CC12CC3CC(CC(Br)(C3)C1)C2	2	0	-12	5	-5	-5	-4	0	9
Cc1ccccc1C(=O)Nc1ccc(S(=O)(=O)N2CC(C)OC(C)C2)cc1 (stereo unspecified)	-7	-9	-6	4	-3	9	0	5	-1
Cc1ccc(S(=O)(=O)N2[C@@H](c3ccccc3)C(C(=O)O)=CC[C@H]2c2cccc(C)c2)cc1	1	6	-1	18	0	-7	2	-11	38*
CC(=O)Nc1ccccc1C	3	7	6	10	-2	12	2	·	-2
CCOc1ncccc1C(=O)Oc1ccc2c(c1)OCO2	-1	4	2	-1	4	4	5	-1	8
CCN(CC)C(=O)c1sc(NC(=O)c2ccco2)c(C#N)c1C	-6	-7	-1	5	3	-6	3	3	1
CC1CCCCN1C(=O)COC(=O)C1CCN(S(=O)(=O)c2ccc3c(c2)OCCO3)CC1 (stereo unspecified)	1	6	-1	13	-4	-2	4	15	4
O=C1OCCC1Sc1nnnn1-c1ccc(Cl)cc1 (stereo unspecified)	-5	0	0	6	-6	2	-5	-5	1
O=C(NN1C(=O)/C(=C/c2ccc(O)c(O)c2)SC1=S)c1ccccc1	-89	-48	-164	-39	-49	-46	-6	-52	-23
COc1cc(/C=N/NC(=O)CN(CCc2ccccc2)S(=O)(=O)c2ccc(NC(C)=O)cc2)cc(OC)c1OC	-13	3	-10	-1	-1	2	4	-6	5
O=C(c1ccc(Cl)s1)N(Cc1nnc(-c2ccccc2Cl)o1)C1CC1	-1	3	-5	4	-2	-21	4	-1	-1
COc1ccc(C(=O)NC(C)c2ccncc2)cc1S(=O)(=O)N(C)Cc1ccccc1 (stereo unspecified)	3	2	8	5	-3	0	0	·	5
O=[N+]([O-])c1cccnc1Oc1ccc(OCc2ccccc2)cc1	3	1	6	-1	-3	15	6	5	6
O=C(c1ccc(-c2ccc(Cl)cc2)o1)N1CCN(c2ccc([N+](=O)[O-])cc2Cl)CC1	-3	-11	4	1	-6	5	3	-9	-4
Cc1noc(C)c1CSc1nc2ccccc2c(=O)n1-c1ccc(F)cc1F	-2	5	-2	3	2	1	10	5	4
O=C(Nc1cccc2ncccc12)c1cc([N+](=O)[O-])ccc1Cl	-4	-5	14	0	2	4	-1	3	3

Next structures follow:
SMILES	LYPLA1 counter	PAFAH2 FP inh	LYPLA2 inh	PAFAH1B3 inh	PAD4 FP inh	PREPL inh	pPAFAH inh	GSTO1 inh	PAFAH1B2 FP inh
CC[C@]12c3[nH]c4cc(CCC(=O)N(C)C)ccc4c3CCN1C(=O)[C@@H](CC(=O)NC/C=C(\C)CCC=C(C)C)C[C@@H]2C(=O)N1CCN(C(=O)C2CC2)CC1	·	-5	·	10	1	·	29*	·	2
Cc1c(NC(=O)c2cccc(NC(=O)Cc3ccccc3F)c2)c(=O)n(-c2ccccc2)n1C	-1	-1	6	9	-4	1	-4	·	-1
Cc1cccc(C)c1NC(=O)Cn1c(=O)n(CCCC(=O)NCc2ccco2)c(=O)c2sccc21	0	11	-1	9	0	6	1	3	2
C#CCNC(=O)C1=C[C@@H](C2CCCCC2)C[C@@H](OCCCCO)O1	0	5	-4	11	-2	28	1	6	4
COc1ccc(Nc2nc(-c3sc(N)nc3C)cs2)cc1	-6	1	-4	9	-14	50*	16	6	-1
Clc1cccc(/C(Cc2nc3ccccc3[nH]2)=N\Nc2ccccc2)c1	-3	-26	3	8	-1	9	3	-6	2
Cc1ccc(C(=O)N2CCc3ccccc32)o1	-3	-7	1	-4	-1	-4	4	3	-6
COc1ccc(S(=O)(=O)NCc2ccco2)cc1N(C)S(=O)(=O)c1ccccc1	1	7	17	7	-5	3	1	2	3
CN(C)c1ccc(S(=O)(=O)N2CCCCC2)cc1NC(=O)CN1C(=O)NC2(CCCC2)C1=O	-3	2	0	7	-3	-2	2	-4	-9
CCOP(=O)(OCC)C(NC(=O)Nc1ccc(Cl)cc1)c1ccccc1 (stereo unspecified)	3	-5	4	5	13	10	-3	2	1
Cc1cc(C)c(S(C)(=O)=O)c(Oc2cccc(Cl)c2)n1	2	0	5	-2	-1	-10	7	2	4
CCC(=O)Nc1cccc(NC(=S)NC(=O)c2ccccc2C)c1	-2	-1	5	1	-5	-6	3	1	-2
Cc1ccc(C(=O)N2CCC(C)CC2)cc1NC1=NC2CS(=O)(=O)CC2S1 (stereo unspecified)	0	3	6	5	3	7	0	-5	2
CCOC(=O)C1CCN(C(=O)C2CCN(S(=O)(=O)c3c(C)noc3C)CC2)CC1	3	3	4	1	2	-1	6	0	0
Cc1ncoc1C(=O)Nc1ccc2c(c1)OCCO2	2	-3	0	-4	5	5	3	-1	0
COc1ccc(NC(=O)Nc2ccc(F)cc2F)c(C)c1	2	-10	-2	4	2	-1	-2	14	7
COc1ccccc1-c1nc(C#N)c(N2CCN(C(c3ccccc3)c3ccccc3)CC2)o1	1	1	2	3	-1	4	3	0	-5
COc1cccc(C(=O)CSc2nnc(-c3cc(OC)cc(OC)c3)o2)c1	-1	2	2	-2	0	9	4	3	-1

Reformatted with values under each structure: part of the list above
Below each compound: LYPLA1 counter, PAFAH2 FP inh, LYPLA2 inh, PAFAH1B3 inh, PAD4 FP inh, PREPL inh, pPAFAH inh, GSTO1 inh, PAFAH1B2 FP inh
> Cc1ccc(C(=O)N2CCC(C)CC2)cc1NC1=NC2CS(=O)(=O)CC2S1 (stereo unspecified)
→ 0, 3, 6, 5, 3, 7, 0, -5, 2
> CC[C@]12c3[nH]c4cc(CCC(=O)N(C)C)ccc4c3CCN1C(=O)[C@@H](CC(=O)NC/C=C(\C)CCC=C(C)C)C[C@@H]2C(=O)N1CCN(C(=O)C2CC2)CC1
→ ·, -5, ·, 10, 1, ·, 29*, ·, 2
